Compound activity: PubChem BioAssay, National Center for Advancing Translational Sciences (NCATS)
TGFb inhibitor = inhibitors of TGF-b signaling | AID 588855 | HepG2 CAGA-GFP TGF-b/SMAD3 reporter, GFP fluorescence, 18 h; TGF-beta stimulated, 500 pg/mL final | Potency, µM (highest dose often 46.1 µM), for inactives: top-dose activity, negative = inhibition, actives largely listed as inhibitors | actives 1.2% (n = 410,000); also: potency is read from the fitted curve at half-maximal effect; % is scaled to controls: 0 for no effect and ±100 for the full control effect; nearly all actives have a fitted effect of over 65% in size
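Cell-based qHTS in HEPG2 carrying a CAGA-GFP Smad reporter; compounds added before 500 pg/mL final TGF-beta, 18 h incubation at 37 degrees C, GFP fluorescence quantified per cell by imaging cytometry.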
Nrf2 ARE act = activators of Nrf2 (ARE) signaling; AREc32 ARE-luciferase reporter (MCF7-derived line), luminescence, 24 h; Potency, µM (highest dose often 46.1 µM), for the others: top-dose activation, most hits filed as activators; actives 0.31% (n = 410,000); AID 624171; also: potency is read from the fitted curve at half-maximal effect; % of control where 0% means no effect; nearly all actives have a fitted effect of over 65% in size
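AREc32 cells carrying an ARE-driven firefly luciferase reporter were seeded at 1000 cells/well in OPTI-MEM with 5% FBS, then exposed to compound for 24 hr at 37 deg C. Luminescence was read with Steady-Glo after 30 min at RT.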
A549 viability = kills or reduces viability of A549 cells in Nrf2 counter-screen | A549 ARE-Fluc cells, CellTiter-Fluor viability, 18-24 h | AID 504648 | actives 0.16% (n = 390,000) | Potency, µM (top dose mostly 46 µM), inactives show at the top dose activity change, negative = cytotoxicity, usual class: inhibitors; also: potency is read from the fitted curve at half-maximal effect; % is scaled to controls: 0 for no effect and ±100 for the full control effect
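Cytotoxicity counterscreen: CellTiter-Fluor fluorescence was measured in A549 ARE_Fluc cells after 18-24 h of compound exposure in a concentration series. The subsequent BugLite luminescent read reports ARE-luciferase activity.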
Nrf2 inh = Nrf2 pathway inhibition; A549 ARE-Fluc reporter, luciferase luminescence, 18-24 h; Potency, µM (top dose mostly 46 µM), for the others: at the highest dose activity change, negative = inhibition, most hits filed as inhibitors; actives 2.1% (n = 360,000); AID 504444; also: potency is read from the fitted curve at half-maximal effect; % is scaled to controls: 0 for no effect and ±100 for the full control effect; nearly all actives have a fitted effect of over 60% in size
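Cells were seeded and rested 2 h, then exposed to compounds for 18-24 h. CellTiter-Fluor was read first as a viability measure. BugLite was added 15 min before the final luminescent read of ARE-luciferase activity in A549 cells.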
EPAC2 antag = antagonists of human EPAC2 | actives 0.18% (n = 360,000) | Q8WZA2 | EPAC2 GEF exchange of Rap1B-BODIPY-GDP, fluorescence | Potency, µM (series often up to 114 µM), without a hit: top-dose activity, negative = inhibition, actives largely listed as inhibitors | AID 720708; also: potency is read from the fitted curve at half-maximal effect; % is scaled to controls: 0 for no effect and ±100 for the full control effect; nearly all actives have a fitted effect of over 45% in size; many of its hits are not listed in these tables
Target sequence (Q8WZA2 whole entry, looked up): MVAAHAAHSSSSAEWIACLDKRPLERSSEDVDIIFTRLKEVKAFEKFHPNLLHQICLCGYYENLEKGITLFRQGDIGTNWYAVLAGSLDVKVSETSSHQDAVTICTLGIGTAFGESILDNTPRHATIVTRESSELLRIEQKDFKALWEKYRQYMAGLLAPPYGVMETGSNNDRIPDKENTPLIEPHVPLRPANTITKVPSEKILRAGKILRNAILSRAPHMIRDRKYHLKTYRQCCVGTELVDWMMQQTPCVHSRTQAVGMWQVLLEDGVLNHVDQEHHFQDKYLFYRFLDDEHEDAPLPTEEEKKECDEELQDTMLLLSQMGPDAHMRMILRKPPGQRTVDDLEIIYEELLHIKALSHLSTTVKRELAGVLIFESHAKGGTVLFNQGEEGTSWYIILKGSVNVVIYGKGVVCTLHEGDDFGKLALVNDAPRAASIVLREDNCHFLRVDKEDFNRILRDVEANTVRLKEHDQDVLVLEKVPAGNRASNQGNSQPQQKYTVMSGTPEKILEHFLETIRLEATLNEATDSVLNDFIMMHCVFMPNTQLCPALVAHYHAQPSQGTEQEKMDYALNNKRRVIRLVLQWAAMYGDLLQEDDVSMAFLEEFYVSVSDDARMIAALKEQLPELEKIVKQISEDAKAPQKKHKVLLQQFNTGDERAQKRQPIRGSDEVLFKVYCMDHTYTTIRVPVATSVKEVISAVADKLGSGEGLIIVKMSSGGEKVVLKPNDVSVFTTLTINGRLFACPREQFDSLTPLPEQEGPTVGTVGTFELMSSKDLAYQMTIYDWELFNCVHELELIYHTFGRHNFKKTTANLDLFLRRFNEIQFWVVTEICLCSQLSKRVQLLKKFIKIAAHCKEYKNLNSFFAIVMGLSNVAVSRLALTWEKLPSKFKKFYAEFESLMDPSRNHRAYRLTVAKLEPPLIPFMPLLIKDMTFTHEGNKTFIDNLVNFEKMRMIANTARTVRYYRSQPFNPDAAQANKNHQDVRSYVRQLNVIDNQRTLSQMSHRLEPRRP
EPAC2 ag = activates human EPAC2 exchange factor; Q8WZA2; EPAC2 activation, biochemical qHTS; response scale: 100% = 6.5 mM cAMP response; Potency, µM (doses to about 154 µM), inactives show top-dose activation, usual class: activators; actives 0.079% (n = 360,000); also: potency is read from the fitted curve at half-maximal effect; nearly all actives have a fitted effect of over 50% in size
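EPAC2 (100 nM) mixed with Rap1B loaded with BODIPY-GDP (250 nM) plus 50 uM unlabeled GDP; compounds pinned in, 5 min RT, then read every 5 min for 30 min (ex 480, em 540 nm). Normalized to cAMP control.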
CCT chaperon mod = changes cytosolic chaperonin activity; activity change, % (concentration not given with the values), hits read low; purified chaperonin ATPase assay, HTRF ADP detection, 30 min; actives 0.3% (n = 360,000); in the data active = activity change below about -30%; also: % is scaled to controls: 0 for no effect and ±100 for the full control effect
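Enzyme 40 or 20 nM (batch-dependent) in Tris pH 7.4/KCl/MgCl2/DTT; cpd 76 uM single point; ATP 10 uM; 30 min 37 °C; Transcreener ADP HTRF detection, 30 min RT; ratio 665/615.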
pAkt inh = Akt phosphorylation inhibition; Neuro2A IGF-stimulated pAkt S473 HTRF, 20 min; stronger effect = lower value; actives 0.32% (n = 360,000); activity change, % for hits at 50 µM; in the data active = activity change below about -80%; inconclusive = mostly about -51% to -80%; also: % is scaled to controls: 0 for no effect and ±100 for the full control effect
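Single-point screen (50 µM final compound) in Neuro2A cells stimulated 20 min with 6 nM IGF at 37 deg C. After lysis, Ser473-phosphorylated Akt read by HTRF (ex 330 nm, em 615/665 nm) as the 665/615 ratio.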
Mm-Cpn inhibitor = M. maripaludis TRiC chaperonin inhibition; actives 0.031% (n = 330,000); Potency, µM (top dose mostly 76.9 µM), inactives show at the highest dose activity, negative = inhibition, most hits filed as inhibitors; AID 504842; purified Mm-Cpn ATPase, ADP Transcreener TR-FRET; also: potency is read from the fitted curve at half-maximal effect; % is scaled to controls: 0 for no effect and ±100 for the full control effect; nearly all actives have a fitted effect of over 80% in size
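TR-FRET (320 nm excitation; 590 and 665 nm emission) reports ADP made from 10 uM ATP by 25 nM enzyme; compounds were preincubated 10 min, reaction run 30 min, both at 37°C.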
* hit, by the source's call; i = inactive; ? = inconclusive; . = not tested or not shown; & = joins results of further samples; [ ] = dose if it differs, or a comment. Unless noted, calls follow the shape of the dose curve; as a rule, active = well fitted curve in the direction sought with a large enough effect; inconclusive = small, poorly fitted or top-dose-only effect, or another doubt; inactive = no such curve, though single readings can be large; an effect the other way counts as inactive or inconclusive. This is a subset; the hit share may differ from the screen's.

SMILES | TGFb inhibitor | Nrf2 ARE act | A549 viability | Nrf2 inh | EPAC2 antag | EPAC2 ag | CCT chaperon mod | pAkt inh | Mm-Cpn inhibitor
CC12CCC3C(=CCc4cc(O)ccc43)C1CC(=NO)C2O (stereo not drawn) | -12.5% | 0.5% | 2.4% | -2.0% | 12.0% | -5.6% | 1.1 | i | .
COc1ccc(CNC(=O)c2ccccc2NC(=O)C2=C(C)OCCS2)cc1 | 1.8% | -0.4% | . | . | 1.9% | 14.2% | 1.1 | i | .
O=C(O)CCC(=O)Nc1cccc(-c2nc3ccccc3o2)c1 | -3.4% | 2.3% | 3.5% | 7.6% | 9.4% | 6.3% | 0.2 | i | 0.9%
COc1ccc(-c2cc(=O)c3c(O)c(OC)c(OC)c(OC)c3o2)cc1 | ? | 3.3% | 0.1% | 1.0% | 18.4% | -11.0% | 0.4 | i | .
O=C(CCN1C(=O)/C(=C\c2cccs2)SC1=S)Nc1ccccn1 | 17.4% | -0.2% | -9.2% | 7.8% | -0.4% | 20.0% | -4.9 | i | -1.2%
O=C(C1CC1)N1CCC(c2nc(-c3ccc(S(=O)(=O)NCC4CCCO4)cc3)no2)CC1 (stereo not drawn) | ? | 0.4% | -3.9% | . | 3.2% | -6.7% | -3.2 | i | -5.5%
Cc1cc(C)cc(NC(=O)C2CCN(c3nc4ccccc4nc3C(F)(F)F)CC2)c1 | -0.4% | -0.4% | -0.5% | ? | . | . | . | . | .
COc1ccc(S(=O)(=O)N2CCC(N3CCCCC3)CC2)cc1 | -5.2% | -0.7% | -3.8% | 16.4% | 8.0% | -6.8% | 1.4 | i | 0.3%
S=C(NC1CCCCC1)N1CCn2cccc2C1c1ccncc1 (stereo not drawn) | -0.2% | 0.4% | 3.3% | -28.9% | -6.4% | ? | -1.6 | i | 1.0%
[N-]=C=C1C(=O)NC(=O)C([n+]2ccc(-c3ccncc3)cc2)C1c1ccccc1C(F)(F)F (stereo not drawn) | -1.9% | 4.2% | -0.6% | 3.1% | 1.6% | 5.5% | 0.8 | i | -0.5%
CSCCC(=O)Nc1ccc(C(C)=O)cc1 | 5.1% | 2.7% | 0.9% | ? | 1.0% | 12.5% | 0.8 | i | 1.3%
CCc1cc2c(cc3c(=O)n(CCCC(=O)NCc4cccc(Br)c4)ncn32)s1 | -47.9% | -2.3% | 0.3% | -5.1% | . | . | . | . | .
O=C(CSc1nc(=O)n(CCN2CCOCC2)c2c1CCCC2)Nc1ccccc1Cl | 12.2% | -0.5% | . | . | 12.0% | 7.4% | -1.3 | i | .
CC(=O)Nc1ccc(S(=O)(=O)NNC(=O)C(=O)NNc2ccccn2)cc1 | 5.6% | -0.5% | 10.2% | -2.1% | 15.1% | 4.3% | -0.1 | i | 0.6%
COC(=O)/C(=N/Nc1ccccc1C)N1CCCc2ccccc21 | 4.4% | -0.4% | 9.0% | 2.8% | -3.5% | 20.3% | -5.4 | i | -1.6%
CC(C)c1ccc(Nc2ncc3c(n2)CCN(C(=O)Nc2ccc(F)c(Cl)c2)C3)cc1 | ? | -2.2% | . | . | -17.0% | -6.0% | 1.4 | i | .
CCCN(CCC)C(=S)Nc1cc(C(=O)OC)ccc1C(=O)OC | 22.2% | -0.2% | -1.3% | -27.8% | 1.3% | 1.9% | -0.4 | i | -1.1%
Cc1ccccc1NC(=O)c1c2c(nc3ccccc13)C(=O)N(C1CCCCC1)C2 | 4.1% | 5.8% | -3.0% | 26.8% | . | . | . | . | .
Cc1ccc2cc3c(=O)n(C)cc(C=O)c3nc2c1 | 2.1% | 4.8% | 3.6% | 2.3% | -0.6% | 4.7% | 1.6 | i | .
O=C(NCc1cccnc1)c1cc(C2CCCCN2S(=O)(=O)c2ccccc2)on1 (stereo not drawn) | 10.5% | -0.5%[9.22 µM] | . | . | -18.5% | 3.5% | 0.4 | i | .
COc1ccccc1C(=O)NC(=O)COC(=O)c1ncc(Cl)c(Cl)c1Cl | -14.5% | 2.4% | ? | 21.6% | -1.1% | -3.9% | 3.1 | i | -1.2%
O=C(O)c1ccc(Cl)cc1NC(=O)C1CCN(S(=O)(=O)c2cccs2)CC1 | -3.2% | 0.4% | . | . | -1.5% | -2.1% | 1.0 | i | .
COc1ccc(OC)c(C2/C(=C(/O)c3cnn(-c4ccccc4)c3C)C(=O)C(=O)N2CCN(C)C)c1 (stereo not drawn) | -0.2% | -0.6% | 1.0% | -2.5% | 3.3% | -1.2% | -4.8 | i | -0.7%
Cc1noc(C)c1S(=O)(=O)N1CCC(C(=O)Nc2ccc(Br)cc2)CC1 | 4.3%&-7.1% | -0.7%&0.1% | -1.3%&-3.0% | 5.6%&-9.0% | -6.9% | 0.1% | 1.0 | i | 2.4%
CC(C)(C)NC(=O)C[C@H]1C[C@H](C(=O)N2CCCCC2)[C@@]2(CCc3ccccc3)c3[nH]c4ccc(Cl)cc4c3CCN2C1=O | -9.7% | -1.0% | -24.4% | ? | 7.9% | 3.6% | -0.4 | i | -2.9%
CCOC(=O)C1(Cc2ccccc2)CCN(C2Cc3ccccc3C2)CC1 | -6.8% | -0.2% | -13.4% | 27.3% | 1.4% | 7.5% | -1.6 | i | -2.0%
Cc1[nH]c2ccccc2c1C(=O)C(=O)N1CCN(c2cccc(Cl)c2)CC1 | ? | 0.3% | -5.2% | 7.4% | ? | 14.0% | 0.9 | i | 1.2%
O=C(NNC(=O)C12CC3CC(CC(C3)C1)C2)c1ccncc1 | 10.6% | -0.6% | 1.1% | 1.1% | 2.4% | 5.8% | -0.9 | i | 0.1%
O=[N+]([O-])c1cccc(/C=N\N=C2c3ccccc3-c3ccccc32)c1O | 26.0% | 4.2% | -12.3% | -13.7% | -21.5% | -0.1% | -1.8 | i | -0.9%
CC(=O)SCC(C)C(=O)NCc1ccccc1 (stereo not drawn) | -21.6% | 0.1% | -3.6% | -20.6% | -1.8% | 6.2% | -1.3 | i | 1.9%
CCN(CC)C(=O)c1sc(NC(=O)c2ccc(C)c([N+](=O)[O-])c2)c(C#N)c1C | -3.8% | -0.6% | ? | . | -1.6% | -9.7% | -1.2 | i | 1.7%
CCOC(=O)c1cc(-c2cccc([N+](=O)[O-])c2)n[nH]1 | -9.3% | ? | 5.0% | 0.6% | -11.1% | 7.5% | -3.1 | i | 0.3%
Cn1ncc(Cl)c1C(=O)NCc1ccco1 | -1.8% | 5.4% | -1.4% | -1.3% | 3.5% | 6.3% | -4.4 | i | -1.4%
O=C(O)c1ccc(N=Cc2c(O)ccc3oc4c(c23)CCCC4)cc1 | ? | 3.2% | 2.0% | -14.5% | -7.3% | 7.6% | 0.0 | i | 0.8%
COc1cccc(Oc2ccc(C(F)(F)F)cc2NC(=O)c2cccc(F)c2)c1 | ? | 0.4% | 8.3% | -28.5% | -10.5% | -7.7% | 2.8 | i | -0.8%
O=C(COC(=O)c1ccc(S(=O)(=O)N2CCCC2)cc1)Nc1ccc(Cl)cc1 | -0.4% | -0.5% | -1.8% | 9.0% | 2.2% | 4.7% | -0.7 | i | 1.4%
Cc1nnc2sc(SCC(=O)Nc3ccc(Br)cc3)nn2c1=O | -16.9% | 5.8% | -1.6% | 0.0% | 10.6% | 0.9% | 0.2 | i | -0.8%
Cc1ccc(C2CC(=O)Oc3cc(C)cc(C)c32)cc1 (stereo not drawn) | 1.5% | 0.5% | 6.9% | 0.7% | ? | 14.5% | -2.8 | i | 0.6%
NC(=O)C1CC(=O)N(c2ccc(OCc3ccc([N+](=O)[O-])cc3)cc2)C1 (stereo not drawn) | 19.3% | 3.7% | 3.0% | 18.1% | -1.3% | 5.5% | -1.7 | i | 0.9%
Cn1nc(-c2ccc(C(=O)Nc3cccc(C(F)(F)F)c3)cc2)c2ccccc2c1=O | -15.2% | -0.6% | -3.0% | ? | . | . | . | . | .
CCn1nnnc1SCC(=O)c1ccc(C)cc1C | 0.5% | 0.2% | -9.1% | -1.5% | 5.7% | 1.6% | 0.2 | i | -2.1%
CCc1cc2c(N[C@@H](Cc3ccccc3)C(=O)O)ncnc2s1 | 12.3% | -1.8% | 1.6% | -5.8% | 0.7% | 7.3% | -2.4 | i | -0.1%
OCCN1CCN(C(=S)Nc2ccc(SC(F)F)cc2)CC1 | -1.6% | 0.1% | -2.4% | -22.2% | 8.5% | 0.4% | 0.9 | i | 0.8%
N#Cc1ccc(Oc2cccc3cccnc23)c([N+](=O)[O-])c1 | 46.7%[activator] | 8.5% | 0.3% | -4.5% | -5.3% | 10.3% | -1.5 | i | -1.3%
N=c1c(S(=O)(=O)c2ccc(Cl)cc2)cc2c(=O)n3ccccc3nc2n1CC1CCCO1 (stereo not drawn) | 1.3% | -0.6% | 3.4% | -2.5% | 10.3% | 7.3% | -6.2 | . | -3.2%
COc1cccc(/C(=N/O)C2CC2c2ccc(Cl)cc2)c1 (stereo not drawn) | 0.0% | 1.8% | 8.1% | 7.6% | ? | 27.1% | -0.6 | i | -4.4%

For reference, part of the list above.
SMILES | TGFb inhibitor | Nrf2 ARE act | A549 viability | Nrf2 inh | EPAC2 antag | EPAC2 ag | CCT chaperon mod | pAkt inh | Mm-Cpn inhibitor
CCc1cc2c(N[C@@H](Cc3ccccc3)C(=O)O)ncnc2s1 | 12.3% | -1.8% | 1.6% | -5.8% | 0.7% | 7.3% | -2.4 | i | -0.1%
OCCN1CCN(C(=S)Nc2ccc(SC(F)F)cc2)CC1 | -1.6% | 0.1% | -2.4% | -22.2% | 8.5% | 0.4% | 0.9 | i | 0.8%
